Assay outcomes as filed in PubChem.
Mdm2 MdmX PPI: inhibitors of human Mdm2/MdmX interaction | inhibition, % at 8 µM | hit rate 3% among 330,000 | AID 485346 | SaOS-2 split-luciferase Mdm2/MdmX complementation, luminescence;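 active = inhibition of at least 50% at 8 µM in the primary screen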
Gli-Sufu antag: Gli-Sufu pathway antagonism | AID 588413 | inhibition, % at 5 µM | Sufu-KO-LIGHT fibroblasts, Gli luciferase reporter luminescence | hit rate 0.74% among 340,000;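 active = inhibition above about 55%, limit read from the data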;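 note: 0% = DMSO-treated cells and 100% = wells with medium but no cells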
CCR6 antag: CCR6 (human) receptor antagonism; CHO-K1 CCR6 PathHunter beta-arrestin, luminescence, CCL20-stimulated; inhibition, % at 20 µM; hit rate 0.49% among 340,000;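 active = compounds whose inhibition of the agonist-driven luminescence signal at 20 µM reaches about 50%, limit read from the data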;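 note: cells stimulated with CCL20 at 14 nM final; plate controls were DMSO with CCL20 for no effect and DMSO without agonist for full effect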
Jurkat NFkB inh: lowers PMA/ionomycin-induced NF-kB signal in Jurkat cells; PMA/ionomycin-induced NF-kB luciferase reporter, luminescence; inhibition, % at 4 µM; hit rate 0.53% among 330,000; in the data active = inhibition above about 50%
UPR XBP1 act: adaptive UPR (XBP1) activation. activation, % at 20 µM. hit rate 0.33% among 330,000. CHO-XBP1 luciferase reporter, IRE1-XBP1 UPR activation, luminescence; percent of tunicamycin response, DMSO as zero;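 active = versus positive control, 20 µM dose yields 30% or more activation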;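 note: 100% = tunicamycin at 10 µg/mL and 0% = DMSO only wells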
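assay system = CHO-XBP1 luciferase reporter cells | amount = 1000 cells/well | buffer or medium = F12 plus 10% FBS | compound dosing = single point, 20 µM final compound, 1% DMSO | incubation = 16-18 h cell attachment at 37 °C, then 6 h compound exposure | detection = Steady-Glo luminescence read | controls = tunicamycin 10 µg/mL and vehicle-only wells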
EBI2 antag: EBI2 (human) antagonism; EBI2 beta-arrestin recruitment, luminescence, 7a,25-OHC stimulated; inhibition, % at 5 µM; hit rate 0.81% among 360,000; in the data active = inhibition above about 38%;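 note: enzyme fragment complementation signal reports receptor beta-arrestin coupling in cells; 0% = agonist plus DMSO wells and 100% = wells without agonist; some results beyond the cut were filed as inactive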
Target sequence (P32249 whole entry, looked up, the tested form may be a part): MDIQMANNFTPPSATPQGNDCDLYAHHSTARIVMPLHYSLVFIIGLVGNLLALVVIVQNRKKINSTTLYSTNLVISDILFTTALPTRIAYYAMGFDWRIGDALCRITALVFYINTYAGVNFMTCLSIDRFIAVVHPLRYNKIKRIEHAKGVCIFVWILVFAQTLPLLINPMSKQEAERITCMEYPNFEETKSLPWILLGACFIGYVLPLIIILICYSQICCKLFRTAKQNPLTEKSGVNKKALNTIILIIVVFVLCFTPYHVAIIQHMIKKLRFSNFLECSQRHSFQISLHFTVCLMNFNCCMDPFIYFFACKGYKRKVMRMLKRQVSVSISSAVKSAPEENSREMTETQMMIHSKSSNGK
CHOP UPR activ: apoptotic UPR (CHOP) activation | CHO-CHOP luciferase reporter, luminescence; percent of tunicamycin response over DMSO baseline | activation, % at 10 µM | hit rate 0.34% among 330,000 | AID 449763;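 active = at 10 µM dose, activation of 40% or more, normalized to positive control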;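 note: 100% = tunicamycin at 10 µg/mL and 0% = DMSO alone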
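Dosing – one dose, 10 µM in 0.5% DMSO · System – CHO-CHOP cells, stable luciferase reporter of PERK-eIF2a-CHOP signalling · Input – 500 cells/well · Control set – tunicamycin 10 µg/mL final as positive, DMSO-only wells as negative · Timing – 6 h compound treatment, 37 °C · Measure – % activation vs tunicamycin · Technique – luminescence read with Steady-Glo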
CXCR6 block: CXCR6 (human) receptor inhibition. inhibition, % at 20 µM. hit rate 0.36% among 360,000. AID 602244. O00574. CHO-K1 PathHunter CXCR6 beta-arrestin, luminescence; in the data active = inhibition above about 34%, passing the limit was not always enough;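 note: antagonist mode with CXCL16 agonist at 10 nM final; 0% = 10 nM CXCL16 with DMSO and 100% = unstimulated wells without agonist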
Target sequence (O00574 whole entry, looked up): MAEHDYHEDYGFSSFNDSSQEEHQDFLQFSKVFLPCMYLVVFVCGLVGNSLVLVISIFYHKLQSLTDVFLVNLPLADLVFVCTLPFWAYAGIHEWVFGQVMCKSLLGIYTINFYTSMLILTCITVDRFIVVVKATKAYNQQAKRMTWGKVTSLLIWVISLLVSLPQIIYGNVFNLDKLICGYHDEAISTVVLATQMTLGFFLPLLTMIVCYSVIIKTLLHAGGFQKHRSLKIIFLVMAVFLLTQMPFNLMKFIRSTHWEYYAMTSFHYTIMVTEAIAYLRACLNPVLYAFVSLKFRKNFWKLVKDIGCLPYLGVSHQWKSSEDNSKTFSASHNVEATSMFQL
697 NFkB inh: lowers PMA/ionomycin-induced NF-kB signal in 697 B cells; 697 B-cell NF-kB luciferase reporter, 16 h; inhibition, % at 4 µM; hit rate 0.33% among 330,000; AID 435022; in the data active = inhibition above about 35%
An asterisk follows results filed as active; / = no result given.

SMILES	Mdm2 MdmX PPI	Gli-Sufu antag	CCR6 antag	Jurkat NFkB inh	UPR XBP1 act	EBI2 antag	CHOP UPR activ	CXCR6 block	697 NFkB inh
Cc1ccc(NC(=O)COc2ncnc3c(Cl)cc(Cl)cc23)cc1[N+](=O)[O-]	11	-1	-9	8	0	-12	-0.9	-16	-17
O=C(c1c[nH]c(C(=O)C(Cl)(Cl)Cl)c1)c1ccccc1F	-7	-7	10	-13	-6	-4	-1.6	-5	19
COC(=O)c1ccc(NC(=O)CSc2nnc(-c3ccccc3Br)n2-c2ccccc2)cc1	15	2	13	-2	5	19	0.1	-4	24
COc1ccc(C2=NOC(C)(c3nnc(-c4ccccc4)o3)C2)cc1 (stereo unspecified)	-2	-4	11	-8	1	-12	0.6	-14	22
CCCOc1ccc(NC(=O)c2cc3cc(C)ccc3[nH]2)cc1	36	-68	-2	-15	-1	30	2.8	-14	-120
CC(C)NC(=O)C(=O)NCC(c1ccc2c(c1)OCO2)N1CCOCC1 (stereo unspecified)	-8	4	-5	-3	2	-5	2.1	0	-21
C=CCN1C(=O)C2(/C(=C(\O)c3ccc4c(c3)OCCO4)C(=O)C(=O)N2CCCOC)c2ccccc21 (stereo unspecified)	-21	2	3	10	1	-7	-1.3	0	13
CN(C)CCCn1c(NCc2ccc3c(c2)OCO3)nc2ccccc21	11	8	-1	-4	-2	-8	1.1	6	-4
COc1ccc(C(=O)/C=C/c2ccc(N3CCCCC3)c([N+](=O)[O-])c2)c(OC)c1	/	11	34	/	/	16	/	13	/
Cc1ccc(Nc2c(-c3ccco3)nc3nc(C)cc(C)n23)cc1	0	1	20	11	4	-3	-0.8	9	-9
CCC(C)NCCCOc1c(C)cc(C)cc1Br (stereo unspecified)	11	15	6	4	-3	-8	-1.1	-2	-2
Cc1ccc2c(c1)C(=O)CC(O)(C(F)(F)F)O2 (stereo unspecified)	-18	0	4	9	2	4	1.4	8	-10

Brought forward from above: 4 entries, then new ones.
SMILES	Mdm2 MdmX PPI	Gli-Sufu antag	CCR6 antag	Jurkat NFkB inh	UPR XBP1 act	EBI2 antag	CHOP UPR activ	CXCR6 block	697 NFkB inh
COc1ccc(C(=O)/C=C/c2ccc(N3CCCCC3)c([N+](=O)[O-])c2)c(OC)c1	/	11	34	/	/	16	/	13	/
Cc1ccc(Nc2c(-c3ccco3)nc3nc(C)cc(C)n23)cc1	0	1	20	11	4	-3	-0.8	9	-9
CCC(C)NCCCOc1c(C)cc(C)cc1Br (stereo unspecified)	11	15	6	4	-3	-8	-1.1	-2	-2
Cc1ccc2c(c1)C(=O)CC(O)(C(F)(F)F)O2 (stereo unspecified)	-18	0	4	9	2	4	1.4	8	-10
CC1=CCC2C(=O)N(c3cccc(C(=O)Nc4ccc(Cl)cc4)c3)C(=O)C2C1 (stereo unspecified)	8	12	0	1	-3	27	2.3	-6	22
CCOc1ccc(OCC)c(NS(=O)(=O)c2ccc3c(c2)n(C)c(=O)c(=O)n3C)c1	-3	4	5	-2	1	-2	0.1	2	-9
CC(C)(C)OC(=O)N1CCC(NC(=O)c2[nH]cnc2C(=O)Nc2ccon2)CC1	23	-3	14	-6	-2	2	0.1	3	-8
NC(=O)NC(=O)C(c1ccccc1)N1CCN(S(=O)(=O)Cc2ccccc2)CC1 (stereo unspecified)	21	6	2	7	-2	3	0.2	0	20
Cc1cccc(C)c1OCC(O)CNS(=O)(=O)c1ccccc1C(=O)N1CCCCC1 (stereo unspecified)	11	2	7	9	-3	6	-1.5	1	1
O=C(CCCN1C(=O)c2ccccc2C1=O)N1CCOCC1	10	0	10	-9	0	12	-0.8	4	4
O=S(=O)(c1ccccc1)[C@@]1(c2ccc(Br)cc2)C[C@@H]2ON=C(c3ccccc3)[C@@H]2C1	34	-26	13	15	-1	-2	1.5	-1	24
O=C(COC(=O)CCC(=O)c1ccc(F)cc1)NC1CCCCC1	-12	2	2	3	1	-7	2.0	6	15
COc1ccccc1C1(CC(=O)Nc2nccs2)CCOC(C(C)C)C1 (stereo unspecified)	16	2	1	3	0	2	-0.2	-14	-1
COc1cc(C(=O)NC2CCN(Cc3nnnn3Cc3ccc(F)cc3)CC2)cc(OC)c1OC	23	6	18	14	-2	-1	-1.4	4	13
CC(=O)N(C)c1cc([N+](=O)[O-])ccc1OCc1ccccc1	/	-3	15	/	/	0	/	2	/
COc1ccc(NC(=S)N2CCCN(Cc3cccc(Cl)c3)C2)cc1	-17	14	19	-4	-3	13	2.7	14	18
Cn1c(Cl)c(/C=N/OC(=O)c2cccc(Cl)c2)c2ccccc21	18	2	7	11	-1	-2	4.6	-10	5
CC(C)c1ccc(OCc2ccc(C(=O)O)o2)cc1	-86	-146	4	-11	-4	0	-8.1	5	-121
O=C(O)C1CCN(C(=O)COc2ccc3c4c(c(=O)oc3c2)CCC4)CC1	-12	-2	-6	15	0	-2	1.3	-2	20
Cc1cccc(NC(=O)C2CCN(S(=O)(=O)c3ccc4c(c3)NC(=O)CO4)CC2)c1C	2	-14	-19	15	-4	-4	5.5	-4	-19
Cc1cccc(-n2ncc3c(NC(C)C)ncnc32)c1	-97	-128	0	-150	2	-6	1.3	3	-163
Cc1cc(NC(=O)Nc2cc(F)ccc2C)n(C)n1	-13	3	12	-18	-5	-9	-0.5	-18	-1
O=C(NC(=S)NC1CCSC1=O)c1cccc([N+](=O)[O-])c1 (stereo unspecified)	-1	5	19	-9	2	11	-0.1	2	-1
COc1ccc(S(=O)(=O)NCC2CCCN(Cc3cn(C)nc3C)C2)cc1 (stereo unspecified)	-4	6	12	-8	-4	3	-3.1	11	-8
COc1ccc(C2SCC(=O)N2c2c(C)n(C)n(-c3ccccc3)c2=O)cc1OC (stereo unspecified)	8	14	-5	1	0	-6	1.4	15	4
COc1ccc(C(=O)N2N=C(c3cccc(OC)c3)CC2(O)C(F)(F)F)cc1 (stereo unspecified)	35	-5	8	-10	-2	-2	3.6	1	13
Cc1ccccc1SCC(=O)NNC(=O)c1ccncc1	-1	-4	3	-5	0	8	1.6	2	19
C=CC[C@@H](CC(=O)N(CCO)Cc1ccccc1)C(=O)N[C@H](COC(=O)[C@@H](CC=C)CC(=O)OC(C)(C)C)Cc1c[nH]c2ccccc12	27	14	14	8	2	5	2.2	10	-11
CCOC(=O)c1c(NC(=O)CSc2nnnn2C)sc(C)c1C	26	2	3	-4	2	2	1.1	-4	11
Cc1ccc(S(=O)(=O)NC(C)C(=O)NC2CCCCCC2)cc1 (stereo unspecified)	9	4	-7	9	-3	5	-2.3	-16	2
O=C1C(=O)N(c2ccccn2)C(c2cccc([N+](=O)[O-])c2)/C1=C(/O)c1ccc(Br)cc1 (stereo unspecified)	29	2	-1	11	-1	-2	0.2	4	20
COc1ccc2oc(=O)c(C(=O)NCc3ccc(F)cc3)cc2c1	12	-18	6	6	-2	16	-1.5	5	3
O=C(Nc1cccc([N+](=O)[O-])c1)ONC1=NCCCCC1	-7	-9	4	-8	-2	0	1.3	3	-1
Cc1cc(C(=O)CN2CCCC(C)C2)c(C)n1-c1ccc(F)cc1 (stereo unspecified)	-49	-7	1	-61	1	-9	4.8	2	-23
CC(Sc1nnc(NC(=O)c2cc3ccccc3oc2=O)s1)c1ccccc1 (stereo unspecified)	-4	-2	5	-9	1	0	-0.3	2	-11
Cc1c(C(=O)OCC(=O)N2CCCC2)cccc1[N+](=O)[O-]	-13	3	6	2	3	-1	-1.4	-4	-1
CSc1ccc(CN2CCN(C(C)C)C(CCO)C2)cc1 (stereo unspecified)	20	9	9	6	-1	-3	0.4	3	14
Cc1ccc(-n2nnnc2SCC(=O)NC2CC2)cc1C	5	-1	6	2	-1	5	2.5	3	-12
C=CCn1c(C(C)C)nc2ccccc21	5	22	-2	-10	0	3	-0.2	6	-7
Cc1cc2ncc(C(=O)Nc3ccsc3C(=O)O)c(C)n2n1	12	-1	9	0	-5	2	-2.2	-5	5
Cn1c(SCC(=O)Nc2ccccc2F)nc2c(c1=O)SCC2	20	8	7	4	-5	11	-3.0	-3	-5
COc1ccc(C2(O)CCN(CC(=O)Nc3nccs3)CC2)c(OC)c1	12	8	2	-14	-4	-5	0.1	1	9
O=C1N[C@@H](Cc2ccccc2)C(=O)N2[C@@H]3N(S(=O)(=O)c4ccccc4)c4ccccc4[C@]3(Br)C[C@@H]12	-18	11	5	-3	0	-10	0.6	10	4
Cc1c(NCc2cc(Cl)cc(Cl)c2O)c(=O)n(-c2ccccc2)n1C	16	7	22	-12	-2	16	0.2	0	11
O=C(Nc1nnc(S(=O)(=O)N2CCOCC2)s1)c1cccc(Br)c1	13	22	-6	-10	0	-3	5.6	-1	-53
O=C(CSc1ccc(Cl)cc1)Nc1ccccc1N1CCN(C(=O)c2ccccc2)CC1	31	6	10	1	-5	76*	-3.8	4	3
O=C(CC12CC3CC(CC(C3)C1)C2)N1CCN(S(=O)(=O)c2cccs2)CC1	10	-3	7	-11	-2	-7	5.2	-4	-10
CCOC(=O)c1sc(=S)n(-c2ccc(Cl)cc2)c1SC	7	5	10	-10	1	-15	-2.4	5	0
Nn1c(SCc2ccccc2F)nnc1-c1ccncc1	10	-4	7	-11	0	4	2.5	3	4
COC(=O)CCSCC(=O)N1N=C(c2ccc(Br)cc2)CC1c1cccc(OC)c1OC (stereo unspecified)	9	6	16	1	-3	8	0.4	14	10
CCC1(C(=O)c2ccccc2)C2c3cc(Br)ccc3OC(=O)C21C(=O)N1CCOCC1 (stereo unspecified)	9	0	21	-5	-6	6	-2.0	-12	2
COc1ccc(NC(=O)NC2(C(=O)N3CCN(C)CC3)CCCCC2)cc1	4	-21	0	5	1	-18	-0.7	6	8
O=C(Nc1nccs1)C1CCN(S(=O)(=O)c2ccc3c(c2)OCCCO3)CC1	28	4	11	-15	-2	-14	-0.7	-6	-5
COc1ccc(S(=O)(=O)N2CCOC23CCN(C(=O)c2ccc(Cl)cc2Cl)CC3)cc1	30	0	21	13	3	18	1.4	0	19
O=C(COC(=O)c1ccncc1)NC(=O)C1CCCCC1	-1	-9	-12	-31	-2	-5	0.4	-4	6
Cc1ccc(N2C(=N)SCC2=O)cc1Cl	12	-3	5	-2	2	-1	-2.4	15	12
CCC(=O)c1ccc(OCC(=O)OCC(=O)c2cc(C)n(C)c2C)cc1	-2	-8	13	11	-4	-2	-0.7	-2	2
CCOc1ccc2[nH]cc(S(=O)(=O)c3ccc(F)cc3)c(=O)c2c1	0	18	-4	-6	1	-4	1.2	-8	-9
COc1cccc(OC)c1C(=O)Nc1ccncc1	-13	2	3	-4	2	3	2.6	2	-20
O=C1C2CC(O)CN2C(=O)N1c1ccccc1 (stereo unspecified)	-30	7	-2	-13	-4	-4	0.6	0	7
Cc1cccc(C(=O)O[C@H]2[C@H](C)NS(=O)(=O)[C@H]3CC4C=C[C@]23O4)c1	-8	-13	0	-6	-1	-1	0.6	-7	-1
Cc1ccc(S(=O)(=O)CCC(=O)OCc2ccccc2)cc1	6	-7	1	2	3	1	0.1	0	3
Nc1nnc(SCC(=O)c2cccc([N+](=O)[O-])c2)s1	15	-26	-7	4	-4	1	-0.4	8	21
